Screening data from PubChem.
Pf growth 48h: P. falciparum growth inhibition at 48 hours (one generation); hit rate 5.9% among 310,000; Potency, µM (highest dose often 28.7 µM), without a hit: top-dose activity change, negative = inhibition, actives largely listed as inhibitors; AID 504832; P. falciparum luciferase growth in erythrocytes, 48 h; further: potency means the concentration at half of the fitted maximal effect; on the % scale 0 is the no-effect control and ±100 the full control effect
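In quantitative HTS format, infected erythrocytes bearing luciferase-reporter parasites were treated for a single generation at 37 C. Luminescence after adding detection reagent served as the growth measure.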
Giardia FBPA inh: inhibitors of Giardia lamblia fructose-1,6-bisphosphate aldolase; purified Giardia FBPA; Potency, µM (highest dose often 59.6 µM), for the others: top-dose activity, negative = inhibition, actives largely listed as inhibitors; hit rate 0.71% among 290,000; further: potency means the concentration at half of the fitted maximal effect; on the % scale 0 is the no-effect control and ±100 the full control effect; nearly all actives have a fitted effect of over 55% in size
Target sequence (A8B2U2 whole entry, looked up): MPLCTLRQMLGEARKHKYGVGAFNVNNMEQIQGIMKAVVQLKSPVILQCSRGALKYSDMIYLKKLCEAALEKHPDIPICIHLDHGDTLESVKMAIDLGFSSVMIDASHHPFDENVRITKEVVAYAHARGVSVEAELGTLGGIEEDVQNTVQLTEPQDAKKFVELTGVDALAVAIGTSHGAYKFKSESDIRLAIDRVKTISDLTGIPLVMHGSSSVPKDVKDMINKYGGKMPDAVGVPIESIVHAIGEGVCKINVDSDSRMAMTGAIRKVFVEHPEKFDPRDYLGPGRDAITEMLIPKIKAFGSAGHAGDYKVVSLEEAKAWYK
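40 nM FBPA preincubated 10 min at RT with compound (up to 57.5 uM final), then substrate plus GAPDH/TPI/NAD/arsenate coupling and diaphorase/resazurin added. Fluorescence read after 20 min at RT, 525/598 nm.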
HCV inh: inhibitors of hepatitis C virus infection. hit rate 3.4% among 340,000. Potency, µM (highest dose often 41.8 µM), for the others: top-dose activity change, negative = inhibition, hits mostly inhibitors. Huh7.5.1 HCVcc-Cre infection, luciferase reporter, 44 h. AID 651820; further: potency means the concentration at half of the fitted maximal effect; on the % scale 0 is the no-effect control and ±100 the full control effect
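1,000 cells/well; 4 h culture; + compound; + HCVcc-Cre (~0.5 moi); 44 h; luciferase substrate, RT 15 min; read 15 sec.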
CHX counter: counter-screen hit for Shiga toxin inhibitors, cycloheximide. cell reporter, cycloheximide protein synthesis inhibition counterscreen. max response, %. hit rate 12% among 300,000. AID 2314; in the data active means max response mostly above about 13%, no sharp cut-off; inactive means mostly below about 14%; further: read at 38.3 µM for the half of the compounds with a filed dose; 0% is about no effect
Pf growth 96h: P. falciparum growth inhibition at 96 hours | P. falciparum luciferase reporter growth, 96 h | Potency, µM (doses to about 28.7 µM), without a hit: at the top dose activity change, negative = inhibition, actives largely listed as inhibitors | hit rate 6.9% among 320,000 | AID 504834; further: potency means the concentration at half of the fitted maximal effect; on the % scale 0 is the no-effect control and ±100 the full control effect
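Parasite growth measured via integrated firefly luciferase reporter in P. falciparum. Infected erythrocytes at 2% hematocrit, 0.05% parasitemia final were treated 96 hours at 37 C under 5% CO2, and luminescence was read.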
Shiga inhibitor: inhibitors of Shiga toxin in Vero cells | inhibition, % at 38.7 µM | Vero cells, Shiga toxin protein synthesis inhibition reporter | hit rate 9.2% among 290,000; in the data active means inhibition mostly above about 28%, no sharp cut-off; inactive means mostly below about 43%; further: 0% is about no effect
* hit, by the source's call; ? = inconclusive; nt = not tested or not shown; [ ] = remark or other dose. Unless noted, the call rests on the fitted dose curve; in most records, active means well fitted curve in the direction sought with a large enough effect; inconclusive means small, poorly fitted or top-dose-only effect, or another doubt; inactive means no such curve, though single readings can be large; an effect the other way counts as inactive or inconclusive.

SMILES | Pf growth 48h | Giardia FBPA inh | HCV inh | CHX counter | Pf growth 96h | Shiga inhibitor
Cc1cc(C)c(OCCCCN2CCC(C)CC2)c(Br)c1 | ? | ? | ? | -3 | ? | -13
Cc1ccc(-n2nnnc2-c2cnc3cc4c(cc3c2C)OCO4)cc1 | 4% | -5% | ? | -1 | nt | -3
CCCCOC(=O)Cn1c(=O)c2c(nc3n2CCCCN3c2ccc(C)cc2)n(C)c1=O | 7.4µM* | 4% | ? | -3 | -2% | -21
Cc1nn(-c2cccc(C(F)(F)F)c2)c(Cl)c1/C=N/n1cnnc1 | -14% | 5% | 11% | -4 | -18% | -9
Cc1cc(C(=O)Cn2cc(C(F)(F)F)ccc2=O)c(C)n1CC1CCCO1 (configuration not stated) | 31%[activator] | nt | 9% | nt | 22% | nt
COc1cc2c(cc1OC)CN(c1ccc([N+](=O)[O-])cc1C#N)CC2 | -7% | 4% | ? | 9 | 15µM* | -11
CC(=O)Nc1ccc(NC(=O)C2CCN(S(=O)(=O)c3ccc4c(c3)OCCO4)CC2)cc1 | ? | nt | 14% | nt | ? | nt
COc1cccc(C2=CC(c3cccc(OC)c3OC(F)F)n3nnnc3N2)c1 (configuration not stated) | ? | -13% | ? | 17* | 233%[activator] | 8
C=CCNc1nc(Nc2ccccc2F)nc(OCC)n1 | 225%[activator] | 3% | ? | 47* | 10% | 123*
Nn1c(SCC(=O)NC2CCCCC2)nnc1C1CC1 | 25% | 3% | 0% | 6 | 46%[activator] | 18
O=S(=O)(c1cccs1)N1CCC(CO)(Cc2ccc(Cl)cc2)CC1 | 25% | -1% | ? | 1 | 0.74µM* | -1
S=C(NCC1CCCO1)Nc1cccc2ccccc12 (configuration not stated) | 12% | 0% | 7% | 6 | 1µM* | -10
CC(C)COc1cccc(C(=O)NC(=S)NCc2cccnc2)c1 | -19% | -2% | ? | -1 | 1% | -15
COc1ccc2c(CC#N)c[nH]c2c1 | -12% | -16% | 3% | 4 | nt | -21
Cc1ccc(C)c(NC(=O)CCC(=O)N/N=C/c2cccnc2)c1 | 10% | nt | 7% | 8 | -7% | -6
COc1ccc(CC(NC(C)=O)C(=O)N2CCN(C(=O)N(C(C)C)C(C)C)CC2)cc1 (configuration not stated) | 17% | -3% | 19% | 6 | nt | -1
O=C1/C(=C\c2ccccc2)C2OCC=C3CN4CCC56c7ccccc7N1C5C2C3CC46 (configuration not stated) | 2.3µM* | 8% | 12% | -3 | 2.6µM* | -5
Cc1ccccc1NC(=O)COc1ccc(S(=O)(=O)N2CCCC2)cc1C | 8% | nt | 5% | -1 | 17% | -13
CC(C)OCCCNC(=O)CN1C(=O)CC(C)(C)S(=O)(=O)c2ccccc21 | nt | 4% | -4% | -4 | ? | 19
Cc1ccc2[nH]c(=O)c(CN(Cc3nnnn3C3CCCC3)C3CCCCC3)cc2c1 | 1% | 0% | 25% | -1 | nt | 1
O=c1c2[nH]c3ccccc3c2ncn1Cc1ccncc1 | -3% | 1% | 13% | -1 | ? | -17
O=[N+]([O-])c1cc([As](=O)(O)c2ccc(O)c([N+](=O)[O-])c2)ccc1O | 4.7µM* | -18% | 17% | 5 | 2.9µM* | -8
COc1cccc(OC)c1C(=O)Nc1ccc(C)cc1C(=O)c1ccccc1 | -21% | -4% | -12% | 1 | ? | 18
CCOC(=O)c1c(/N=C/c2ccc(O)cc2O)sc2c1CCC2 | 9% | -10% | 3% | -3 | ? | 7
C=CC#CC1(O)CC(C)N(C)CC1C (configuration not stated) | 0% | 8% | 25% | 2 | -10% | 32

Rewritten with values under each structure: part of the list above
Under each structure: Pf growth 48h	Giardia FBPA inh	HCV inh	CHX counter	Pf growth 96h	Shiga inhibitor
> COc1cccc(C2=CC(c3cccc(OC)c3OC(F)F)n3nnnc3N2)c1 (configuration not stated)
 : ?	-13%	?	17*	233%[activator]	8
> CCCCOC(=O)Cn1c(=O)c2c(nc3n2CCCCN3c2ccc(C)cc2)n(C)c1=O
 : 7.4µM*	4%	?	-3	-2%	-21

Going on with the list:
SMILES | Pf growth 48h | Giardia FBPA inh | HCV inh | CHX counter | Pf growth 96h | Shiga inhibitor
Cc1onc(-c2c(Cl)cccc2Cl)c1COC(=O)c1ccc([N+](=O)[O-])cc1 | ? | -4% | -24% | 1 | ? | -13
Cc1cc(-c2ccc(N=Nc3ccc4c(S(=O)(=O)O)cc(S(=O)(=O)O)c(N)c4c3O)c(C)c2)ccc1N=Nc1ccc2c(S(=O)(=O)O)cc(S(=O)(=O)O)c(N)c2c1O | ? | 22µM* | nt | nt | ? | nt
COC(=O)c1ccccc1NC(=O)CS(=O)(=O)Cc1nc(-c2ccc(C)cc2)oc1C | nt | 4% | -7% | -1 | -3% | -3
Cc1ccc(-c2csc(NC(=O)CN3CC(C)OC(C)C3)n2)cc1 (configuration not stated) | -15% | -17% | ? | -3 | ? | -8
CCOC(=O)c1c(NC(=O)COc2cccc3c2CCN(CC)C3=O)sc2c1CCC2 | -7% | 4% | 10% | -2 | ? | -1
COc1cc(S(=O)(=O)N2CCC(C(N)=O)CC2)c(C)cc1C | -5% | 9% | 10% | -3 | nt | -10
CCOC(=O)c1ccc(NC(=S)N(CCCN2CCN(CC)CC2)Cc2cccs2)cc1 | 8.3µM* | 0% | ? | -2 | -3% | -11
O=[N+]([O-])c1cc([N+](=O)[O-])c2c(=Nc3ccccc3)n(-c3ccccc3)n(O)c2c1 | ? | ? | ? | 9 | 0% | 29
Cc1ccc(S(=O)(=O)NCCC(=O)Nc2ccncc2)cc1C | -4% | nt | -1%[8.37 µM] | nt | -12% | nt
CCOC(=O)CC(NC(=O)C(CC)c1ccccc1)c1ccccc1Cl (configuration not stated) | -15% | 6% | -11% | -2 | ? | -3
O=C(/C=C/c1cccs1)N1CCCC1 | 36%[activator] | 15% | 2% | 16* | 32%[activator] | 46*
CC(C)c1ccc(N2C(=O)CC(Sc3ncccn3)C2=O)cc1 (configuration not stated) | 3% | 2% | 14% | 0 | 2.1µM* | -9
CC(=O)Nc1ccc(S(=O)(=O)N(C#N)c2nc(N(C)C)nc(N(C)C)n2)cc1 | 28% | -18% | -13% | 2 | -42% | nt
c1cncc(C(c2nnnn2C2CCCCC2)N2CCCCC2)c1 (configuration not stated) | 15µM* | 0% | 18% | -1 | -4% | -5
COc1cc(S(=O)(=O)N2CCCCC2)ccc1NC=O | -18% | -21% | 24% | -2 | 20% | -3
COC(=O)Cc1c(C(=O)OC)nnn1-c1cccc(C(F)(F)F)c1 | 9% | 4% | 15% | -1 | 27% | -4
COc1ccc(-n2nc3c(N4CCC(C(=O)NCc5ccccc5)CC4)nnc(C)c3c2C)cc1 | -11% | nt | -12% | -13 | 13µM* | -7
Cc1cc(C)c(S(=O)(=O)c2ccccc2)c(OC(=O)c2c(Cl)cccc2Cl)n1 | 35%[activator] | -3% | 2% | -3 | 8% | -3
COc1cccc(C2c3c(oc4ccc(Cl)cc4c3=O)C(=O)N2c2cc(C)on2)c1OC (configuration not stated) | 9% | 6% | -13% | -1 | 8.3µM* | 13
CO/N=C(/CS(=O)c1ccc(Br)cc1)c1ccc(OC)cc1 (configuration not stated) | nt | -2% | 5% | 7 | -2% | -15
COc1cccc(C(=O)NCC(=O)OCc2ccc(F)cc2Cl)c1 | 12% | 6% | 5% | -1 | 24% | 17
CCCNC(=O)N(C)c1nncnc1C(=O)NC | -3% | 1% | 18% | 5 | 42%[activator] | -13
O=C(N/C(=C\c1ccc(Br)cc1)C(=O)N1CCCC1)c1ccccc1F | 10% | -6% | 2% | -1 | ? | 14
Cc1ccc(NC(=O)C(=O)NCc2ccc(/C=N/NC(=O)c3c(C)nc4ccccn34)o2)cc1 | 30%[activator] | -7% | 0% | 28* | 70%[activator] | 39
COc1ccc(NC(=O)NNC(=O)c2ccc(-c3ccccc3)cc2)c(OC)c1 | -8% | -2% | nt | -1 | 2% | -3

Structural class: those above containing a nitro group on carbon
SMILES | Pf growth 48h | Giardia FBPA inh | HCV inh | CHX counter | Pf growth 96h | Shiga inhibitor
COc1cc2c(cc1OC)CN(c1ccc([N+](=O)[O-])cc1C#N)CC2 | -7% | 4% | ? | 9 | 15µM* | -11
O=[N+]([O-])c1cc([As](=O)(O)c2ccc(O)c([N+](=O)[O-])c2)ccc1O | 4.7µM* | -18% | 17% | 5 | 2.9µM* | -8
Cc1onc(-c2c(Cl)cccc2Cl)c1COC(=O)c1ccc([N+](=O)[O-])cc1 | ? | -4% | -24% | 1 | ? | -13
O=[N+]([O-])c1cc([N+](=O)[O-])c2c(=Nc3ccccc3)n(-c3ccccc3)n(O)c2c1 | ? | ? | ? | 9 | 0% | 29

Next section
SMILES | Pf growth 48h | Giardia FBPA inh | HCV inh | CHX counter | Pf growth 96h | Shiga inhibitor
CC(C)CN(C(=O)COC(=O)CSc1ccc([N+](=O)[O-])cc1)C1CCS(=O)(=O)C1 (configuration not stated) | 5% | nt | 21% | nt | 17% | nt
CCOC(=O)[C@@H]1[C@H]2COc3ccc(Br)cc3[C@H]2N2C(=O)N(c3ccc(Cl)cc3)C(=O)[C@@]12C | 0% | 7% | 11% | -4 | 12µM* | -8
COc1ccc(CN(C)C(=O)C23CC4CC(CC(Cl)(C4)C2)C3)c(OC)c1OC | ? | -1% | -14% | -4 | ? | 3
Cc1cccc(NCc2ccc(Br)cc2)n1 | -26% | 0% | 10% | 35* | -5% | 109*
Cc1cccc2c1cnn2C(=O)CCC(=O)NCC(C)c1ccccc1 (configuration not stated) | 3% | 8% | 14% | -3 | ? | -2
CCCCCCC(=O)N/N=C/Cc1ccccc1 | 68%[activator] | -9% | 16% | 2 | 42%[activator] | 15
CCOC(=O)NC1(Nc2cccc(Cl)c2)Oc2ccccc2O1 | 27% | -2% | ? | 12 | ? | -3
CCCNC(=O)c1cc2c3ccccc3n(C)c2s1 | ? | 3% | ? | 14 | ? | 15
O=C(COC(=O)c1c[nH]c(=O)[nH]c1=O)Nc1ccccc1Br | 15% | 1% | 13% | -2 | 10% | -8
CN(C)c1nc(N)nc(N(c2ccccc2)c2ccccc2)n1 | -10% | -4% | -1% | -2 | 31%[activator] | -14
CCCCc1c(O)nc(SCC(=O)N2CCOCC2)n(-c2ccccc2OC)c1=O | -18% | -8% | -18% | -2 | 47%[activator] | -16
Cc1cccc(/C=N/n2c(C3CCCCC3)n[nH]c2=S)c1 | nt | 21% | -7% | -5 | 15% | -15
CCOC(=O)c1ccc(NC(=O)c2nc[nH]c2C(=O)N2CCc3ccccc3C2)cc1 | ? | -14% | 6% | -3 | ? | 2
COCCOC(=O)c1c(NC(=O)CNC2CCCc3ccccc32)sc(C(N)=O)c1C (configuration not stated) | -6% | 0% | -14% | -1 | ? | -8
COc1ccccc1N1CCN(C(=O)c2cccc(NC3=NC4CS(=O)(=O)CC4S3)c2)CC1 (configuration not stated) | -21% | ? | 25% | -1 | 17% | 1
Cc1ccc(NC(=O)COC(=O)c2ccc(Br)o2)cc1S(=O)(=O)N1CCCCC1 | -4% | nt | 35%[activator] | nt | -2% | nt
O=C(CNC(=O)c1ccccc1Br)N/N=C\c1cc([N+](=O)[O-])cc(Br)c1O | 11% | -7% | 3% | -7 | 33%[activator] | -10
CC1CCN(S(=O)(=O)c2ccc(NC(=O)C3CC(=O)N(c4ccccc4)C3)cc2)CC1 (configuration not stated) | ? | 6% | ? | -2 | 5% | -5
CCn1cc(C(=O)NCc2cccc(C(F)(F)F)c2)c(=O)c2ccc(C)nc21 | 20% | 9% | 9% | -3 | 25% | -5
COc1ccc(/C=C/C(=O)OC2CCCCC2CN(C)C)cc1 (configuration not stated) | -45% | -4% | -31% | 1 | -17% | 17
OC12CCCCC1C(c1ccc3c(c1)OCO3)N(Cc1ccccc1F)CC2 (configuration not stated) | ? | 1% | 13% | -2 | 12% | -4
O=C(NCc1ccc2c(c1)OCO2)c1cc2c(s1)CS(=O)(=O)C2 | -4% | 3% | ? | -5 | 2% | 13
Cc1ccc(C(=O)N/C(=C\c2cccs2)c2nc3ccccc3[nH]2)cc1 | -10% | 0% | 2% | 16 | ? | 22

Rows are unselected, and some 24% of all compounds hit somewhere here.
